ERG Ets-DNA blk – blocks human ERG Ets domain binding to DNA; actives 0.028% (n = 370,000); P11308; fluorescence polarization, His-ERG Ets domain / labelled DNA; Potency, µM (top dose mostly 76.9 µM), inactives show at the top dose FP activity, negative = inhibition, usual class: inhibitors; active means well fitted inhibition curve with a large enough effect in the polarisation, with a control signal flat; inconclusive means small, poorly fitted or top-dose-only effect, or effect the other way, or a change in a side signal; inactive means no such curve, though single readings can be large or run the other way; the % refers to the polarisation;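 further: polarization taken with two DNA probes labelled with fluorescein and Texas red; potency means the concentration at half of the fitted maximal effect; % of control where 0% means no effect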
Target sequence (P11308 whole entry, looked up, the tested form may be a part): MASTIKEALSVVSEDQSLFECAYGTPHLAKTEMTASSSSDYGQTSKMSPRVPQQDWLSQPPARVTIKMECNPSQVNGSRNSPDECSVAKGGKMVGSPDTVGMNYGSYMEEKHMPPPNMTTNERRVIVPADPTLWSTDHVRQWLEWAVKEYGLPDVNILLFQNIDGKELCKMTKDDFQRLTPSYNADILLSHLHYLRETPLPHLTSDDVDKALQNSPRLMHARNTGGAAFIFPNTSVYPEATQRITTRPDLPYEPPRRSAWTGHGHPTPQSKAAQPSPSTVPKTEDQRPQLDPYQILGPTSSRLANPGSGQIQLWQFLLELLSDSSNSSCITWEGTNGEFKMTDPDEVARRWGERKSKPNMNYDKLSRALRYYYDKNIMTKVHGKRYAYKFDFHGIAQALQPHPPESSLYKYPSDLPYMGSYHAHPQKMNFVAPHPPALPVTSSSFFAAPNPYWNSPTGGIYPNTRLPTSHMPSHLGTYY
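His-tagged ERG Ets domain (1 uM in the protein solution; 300mM KCl, 50mM Tris-HCl, 1mM EDTA, 1mM DTT, pH 7.5) received compound, then a probe mix of 5 nM fluorescein-DNA and 100nM Texas-615-DNA. Fluorescence polarization was read for both dyes.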
LDHA block – inhibitors of human lactate dehydrogenase A; activity change, % (values are at about 110 or 230 µM); purified LDHA, NADH/diaphorase-resazurin fluorescence; hits give low values; AID 1347041; actives 0.15% (n = 480,000); in the data active means activity change below about -30%; inconclusive means mostly about -25% to -30%;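 further: plate controls were DMSO wells for no effect and wells without enzyme for full effect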
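Human LDH5 (2 nM) was incubated with 0.06 mM NADH and 0.2 mM pyruvate for 5 min at room temperature in Tris pH 7.4. Remaining NADH was coupled through diaphorase/resazurin, and resorufin fluorescence was read at 0 and 20 min.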
APE1 inh – blocks human APE1 abasic DNA cleavage; P27695; recombinant APE1, TAMRA/BHQ-2 abasic DNA cleavage fluorescence; Potency, µM (doses to about 65.8 µM), for inactives: top-dose activity change, negative = inhibition, usual class: inhibitors; actives 0.35% (n = 350,000); AID 2517;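 further: potency means the concentration at half of the fitted maximal effect; plate controls were vehicle for no effect and reference inhibitor for full effect; nearly all actives have a fitted effect of over 55% in size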
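Measures dequenching upon AP-site incision of a 5'-TAMRA/3'-BHQ-2 THF-containing duplex, 50 nM; human APE1 0.75 nM after 15 min room-temperature exposure to compound; kinetic three-point read at one-minute spacing.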
POLK inh – blocks human DNA polymerase kappa activity. Q9UBT6. Potency, µM (series often up to 107 µM), for inactives: at the highest dose activity, negative = inhibition, most hits filed as inhibitors. actives 0.53% (n = 400,000). purified Pol kappa, fluorescent DNA synthesis assay, 10 min; further: potency means the concentration at half of the fitted maximal effect; on the % scale 0 is the no-effect control and ±100 the full control effect
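Activity was followed as the change in fluorescence between reads at 0 and 10 min after starting the reaction with 50 nM substrate. Beforehand, 10 nM polymerase had been preincubated with compound for 15 min at room temperature.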
POLB inh – inhibitors of human DNA polymerase beta. actives 1.3% (n = 340,000). Potency, µM (titrated, usually from 114 µM), inactives show at the highest dose activity change, negative = inhibition, usual class: inhibitors. AID 485314. Pol beta primer extension/strand displacement, fluorescence kinetic; further: potency means the concentration at half of the fitted maximal effect; on the % scale 0 is the no-effect control and ±100 the full control effect
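Reaction started by 50 nM substrate onto compound-treated Pol beta (10 nM, 15 min preincubation, room temperature); plates read at 0 min and 10 min. Normalized concentration-effect data fitted by four-parameter Hill equation.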
RGS4 inhibitor – inhibitors of human regulator of G protein signaling 4. Transcreener GDP fluorescence polarization, RGS4-accelerated GTP hydrolysis. Potency, µM (top dose mostly 114 µM), for the others: top-dose activity change, negative = inhibition, actives largely listed as inhibitors. actives 0.039% (n = 390,000); further: potency means the concentration at half of the fitted maximal effect; on the % scale 0 is the no-effect control and ±100 the full control effect; nearly all actives have a fitted effect of over 75% in size; some results filed as inactive show a strong effect at the top dose
Target sequence (P49798 whole entry, looked up): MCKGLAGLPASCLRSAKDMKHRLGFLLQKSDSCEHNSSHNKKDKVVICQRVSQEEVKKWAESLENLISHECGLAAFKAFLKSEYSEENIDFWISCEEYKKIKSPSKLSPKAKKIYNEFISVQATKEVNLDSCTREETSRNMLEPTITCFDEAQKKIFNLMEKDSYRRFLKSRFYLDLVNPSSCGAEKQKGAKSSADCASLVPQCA
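MLSMR compounds (23 nl, pin-transferred) preincubated 10 min at room temperature with a 500nM (2x) first reagent, then RGS4 at 900nM (2x) plus Transcreener GDP mix added; fluorescence polarization (620/688 nm) read before and after 90 min at 30 °C.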
Apoferritin bind – binds horse apoferritin like a general anesthetic; apoferritin/1-aminoanthracene competitive binding, fluorescence; actives 0.074% (n = 350,000); Potency, µM (highest dose often 77.5 µM), for the others: top-dose activity change, negative = displacement, actives largely listed as inhibitors; P02791; AID 485281; further: potency means the concentration at half of the fitted maximal effect; on the % scale 0 is the no-effect control and ±100 the full control effect; nearly all actives have a fitted effect of over 20% in size
Target sequence (P02791 2-175 limits assumed): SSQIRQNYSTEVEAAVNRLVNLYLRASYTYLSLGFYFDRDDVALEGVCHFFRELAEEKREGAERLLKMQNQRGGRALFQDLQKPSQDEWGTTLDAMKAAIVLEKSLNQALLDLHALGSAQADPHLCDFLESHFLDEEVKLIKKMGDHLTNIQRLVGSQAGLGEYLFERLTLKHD
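Probe: 1-aminoanthracene (50% saturated, PBS). Protein: horse-spleen apoferritin, 10 uM. Incubation: 10 min, room temperature. Detection: 380 nm excitation, 535 nm emission. Analysis: normalized response, four-parameter Hill.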
Pol eta inh – blocks human DNA polymerase eta activity. recombinant Pol eta, fluorescent DNA replication assay. Potency, µM (highest dose often 114 µM), for the others: top-dose activity change, negative = inhibition, usual class: inhibitors. actives 1.2% (n = 390,000); further: potency means the concentration at half of the fitted maximal effect; on the % scale 0 is the no-effect control and ±100 the full control effect
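Pol eta at 10 nM preincubated with compounds 15 min at room temperature; reaction started with fluorescent substrate (50 nM final) and read kinetically at 0 and 10 min.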
ALOX12 inh – ALOX12 (human) lipoxygenase inhibition; P18054; purified 12hLO, xylenol orange hydroperoxide absorbance; Potency, µM (doses to about 108 µM), for the others: top-dose activity change, negative = inhibition, hits mostly inhibitors; actives 1.1% (n = 580,000); further: potency means the concentration at half of the fitted maximal effect; on the % scale 0 is the no-effect control and ±100 the full control effect
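Purified human 12hLO (150 nM final) in 25 mM Hepes, 0.01% Triton X-100, pH 7.0 was preincubated 15 min at room temperature with compound. Then 40 uM arachidonic acid was added, 30 min. Hydroperoxide was read by Fe-XO absorbance ratio 573/405 nm.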
* hit, by the source's call; ? = inconclusive; nt = not tested or not shown; & = joins results of further samples; [ ] = another dose, or the depositor's remark. Unless noted, the call rests on the fitted dose curve; in most records, active means well fitted curve in the direction sought with a large enough effect; inconclusive means small, poorly fitted or top-dose-only effect, or another doubt; inactive means no such curve, though single readings can be large; an effect the other way counts as inactive or inconclusive. Not all compounds are listed; rates above refer to the full screens.

mol	Pol eta inh	LDHA block	POLB inh	RGS4 inhibitor	APE1 inh	Apoferritin bind	ERG Ets-DNA blk	POLK inh	ALOX12 inh
CC(=O)C1=C(O)C(=O)N(c2cccnc2)C1c1ccc(Cl)cc1 (centres undefined)	-1%	-1	32%	-47%	-6%	-9%	-3%	6%	-24%
Cc1ccc2c(COC(=O)c3c(C)noc3C)cc(=O)oc2c1	-2%	-2	28%	29%	1%	-24%	7%	-15%	-15%
CCCCCN(C(=O)CCC(=O)OC(C)C(=O)NC1CCCCC1)c1c(N)n(CCCC)c(=O)[nH]c1=O (centres undefined)	-10%	-7	nt	18%	5%	nt	-2%	-4%	-18%
CCOC(=O)N1CCN(c2c(N3CCN(c4cccc(C(F)(F)F)c4)CC3)c(=O)c2=O)CC1	-10%	-6	-7%	-2%	-2%	3%	3%	-12%	12%
Cc1cc(=O)oc2cc(OCC(=O)N3CCC(C(N)=O)CC3)ccc12	-14%	-9	9%	4%	1%	-5%	-4%	-3%	30%
CCCn1nc(C(=O)NNC(=O)CSC(C)C(=O)Nc2cc(C)on2)c2ccccc2c1=O (centres undefined)	0%	-4	5%	6%	16%	-6%	-18%	3%	18%
Cc1cc(C)cc(NC(=O)c2sc3nc[nH]c(=O)c3c2C)c1	8%	1	19%	10%	nt	-12%	0%	-8%[60.1 µM]	-3%
CCS(=O)(=O)N1CCC(C(=O)NCc2cc(OC)ccc2OC)CC1	-11%	2	-4%	4%	-3%	-9%	nt	-2%	-9%
O=C(NCCN1CCN(c2ccccc2)CC1)C1CCN(S(=O)(=O)c2cccc3nsnc23)CC1	-2%	1	14%	6%	3%	-3%	1%	-6%	0%
CN(C)C(=O)Cn1c(=O)n(S(=O)(=O)c2ccccc2)c2ccccc21	1%	-5	11%	21%	-11%	-4%	-2%	-10%	15%
c1ccc(-c2nnc(-c3ccncc3)nc2-c2ccccc2)cc1	-13%	-5	-21%	14%	5%	-23%	0%	-19%	-1%
NS(=O)(=O)c1ccc(Nc2nc3ccccc3nc2NS(=O)(=O)c2cccc([N+](=O)[O-])c2)cc1	?	-16	-22%	7%	-5%	-18%	1%	-22%	?
CCOC(=O)c1ccc(NC(=O)Nc2ccc3c(c2)OCCO3)cc1	?	7	-1%	-11%	1%	-3%	8%	?	-38%
O=C(Nc1ccc(Cl)cc1)NN1CCCCCC1	-7%	-12	nt	9%	nt	nt	2%	-1%	?
COCCCNC(=O)CCc1c(C)c2cc3c(C)coc3cc2oc1=O	-9%	-4	13%	-13%	-10%	5%	5%	-24%	0%
COc1cccc(CCc2nnc(CCC(=O)NC(C)Cc3cccs3)o2)c1 (centres undefined)	3%	-3	5%	5%	14%	7%	-11%	7%	38%[activator]
CC(=O)Nc1ccc(C2(c3ccc(NC(C)=O)cc3)C(=O)Nc3ccccc32)cc1	-9%	-3	3%	4%	0%	-18%	-4%	0%	0%
O=C1CN(C(=O)COC(=O)CNC(=O)c2ccccc2)c2ccccc2N1	-17%	-11	0%	-1%	-2%	1%	-3%	7%	12%
CCn1cc(C(=O)N2CC(C)CC(C)C2)c(=O)c2cc(S(=O)(=O)N3CCOCC3)ccc21 (centres undefined)	-9%	-10	-21%	-11%	-6%	-13%	-5%	-22%	0%
CC1Cc2ccccc2N1C(=O)COC(=O)c1ccc(Br)o1 (centres undefined)	-19%	-6	8%	15%	23%	?	6%	-2%	1%
Cn1c(=O)oc2cc(S(=O)(=O)N3CCCC(C(=O)NC4CCCc5ccccc54)C3)ccc21 (centres undefined)	-3%	-3	4%	1%	0%	?	4%	-8%	6%
Cn1nnc2c(NCc3ccco3)nccc21	1%	1	-2%	-11%	-1%	-21%	-7%	-5%	9%
CC(C)CC(C(=O)Nc1oc(-c2ccccc2)c(-c2ccccc2)c1C#N)N1C(=O)c2ccccc2C1=O (centres undefined)	-17%	5	-4%	-43%	8%	-15%	-18%	-8%	119%[activator][57.4 µM]
Cc1cccc(-n2c(C)cc(/C=C3\NC(=O)NC3=O)c2C)c1	-11%	-3	6%	-36%	0%	4%	2%	-8%	-93%
CCN(C(=O)c1coc(=O)c2ccccc12)c1ccccc1C	-17%	-11	55%	28%	nt	-4%	?	-12%	-15%
O=C(Nc1cccc(F)c1)c1c(O)c2ccccc2[nH]c1=O	4%	-3	0%	12%	43%	0%	13%	-5%	-4%
C=CCNC(=O)c1onc(CSc2ccc(F)cc2)c1C(=O)NCC=C	-14%	-12	nt	21%	21%	nt	4%	-12%	?
CC(NCc1ccccc1)C1COc2ccccc2O1 (centres undefined)	-13%	-14	-10%	-9%	3%	-19%	0%	-11%	?
O=S(=O)(c1ccc(F)cc1)N1CCN(Cc2ccccc2C(F)(F)F)CC1	-10%	-13	24%	24%[56.9 µM]	-4%	-7%	-3%	-22%	-54%
CN(C)C(CNS(=O)(=O)c1ccc(F)cc1)c1cccnc1 (centres undefined)	-22%	-3	-16%	1%	1%	-7%	8%	5%	4%
CCCC(=O)c1c[nH]c(C(=O)N2CCOCC2)c1	-17%	-8	-21%	1%	-2%	-2%	-2%	3%	-7%
O=C(Nc1cccnc1)OC1CCCC1	0%	-13	30%	8%	0%	-5%	-1%	-18%	9%
Cn1c(NC(=O)c2ccco2)c(-c2ccc(Cl)cc2)c(=O)c2ccccc21	5%	-12	0%	-4%	0%	-6%	0%	-36%	0%
Cc1nnc(SCC(=O)Nc2cccc(N)c2)n1-c1ccccc1	-7%	4	8%	?	10%	-10%	19%	-9%	-25%
COc1ccccc1C1CC(c2ccccc2)=NN1S(=O)(=O)c1ccccc1 (centres undefined)	-4%	-1	-5%	10%[11.4 µM]	-5%	21%	-5%	-15%	16%
O=C(CCN1C(=O)COc2ccccc21)N1CCN(c2ccccc2)CC1	1%	-7	0%	4%	-1%	-10%	4%	-12%	0%
COc1ccc(CCC(=O)NCc2ccc3c(c2)CCN3C(=O)c2ccc(Cl)cc2)cc1	-24%	1	20%	4%	nt	-4%	3%	-13%[60.1 µM]	-15%
COc1cccc(CNC(=O)c2cc(S(=O)(=O)N3CCCCC3)c[nH]2)c1	-7%&-26%	-7&-1	15%&-1%	16%&-23%	36%	-23%&-17%	-1%&-2%	-20%&-10%	-7%&-3%
S=C(NCc1ccco1)Nc1ccccc1	7%	-2	21%	-6%	7%	-5%	9%	-8%	-6%
COCCN(C(=O)c1csnn1)C(C(=O)NC1CCCC1)c1ccccc1 (centres undefined)	0%	-10	41%	5%	-7%	13%	-3%	-10%	-11%
CS(=O)(=O)c1ccc(Cl)c(NC(=O)CSc2nnc(-c3cccs3)n2N)c1	-18%	-5	nt	6%	9%	nt	-1%	-2%	-2%
C/C(Nc1ccccc1C(F)(F)F)=C1/CCOC1=O	-3%	-4	3%	14%	-11%	-3%	-8%	-5%	13%
COc1cccc(CNC(=O)CSc2nnc3c(n2)[nH]c2ccc(C)cc23)c1	-8%	4	3%	-11%	52%[activator][12.4 µM]	-4%	2%	-3%	?
O=C1CCCC(=O)N1c1ccc(F)cc1	-6%	-8	-1%	-17%	7%	1%	-3%	-2%	12%
C=CC(=O)N(CCC)C(c1ccccc1)c1ccccc1OC (centres undefined)	-16%	1	nt	-31%	24%	nt	-1%	-22%	5%
COc1ccc2[nH]c(C(=O)Nc3ccc(F)cc3Br)cc2c1	-19%	-8	2%	-8%	13%	-8%	-3%	-8%	117%[activator]
Cc1nc(N(C)C)c2sc(=S)n(-c3ccccc3)c2n1	-6%	-3	29%	?	-6%	-3%	-2%	5%	-8%
O=C(c1ccsc1)N1CCN(C(=O)c2cccs2)CC1	-14%	-1	0%	-19%	4%	3%	3%	5%	0%
CCN1CCN(C(=O)c2ccc3c(c2)N(Cc2ccccc2F)C(=O)c2ccccc2S3(=O)=O)CC1	-5%&-5%	-5&-7	12%&24%	?	28%	1%&-5%	0%&4%	3%&-9%	?
O=C(Nc1cc([N+](=O)[O-])ccc1F)C1CCN(S(=O)(=O)c2cccs2)CC1	-13%	-6	nt	7%	-6%	nt	3%	-7%	-12%
CC(C)(C)NC(=O)CN(Cc1ccc2c(c1)OCO2)C(=O)CNS(=O)(=O)c1ccccc1	-19%	-6	24%	-47%	36%[activator]	-13%	-16%	-6%	5%

Source: PubChem (National Center for Advancing Translational Sciences (NCATS))
